hiPSC survival = enhancers of single-cell hiPSC survival, primary screen, ATPlite luminescence. actives 0.044% (n = 360,000). AID 602274, 2012. 100% = ROCK inhibitor wells, 0% = DMSO. survival enhancement, % at 20 µM; in the data active = survival enhancement above about 18%;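 note: cells exposed to compounds for 16 hours before the ATP read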
aDG glyco up = activators of alpha-DG glycosylation, primary screen, uHTS, Pro5-aDG cells, AlphaScreen; alpha-DG glycosylation AlphaScreen (IIH6); 0% Pro5, 100% B10-LARGE cell signal; activation, % at 10 µM; actives 0.22% (n = 360,000);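 active = activation of at least 8% versus controls, or a plate z-score of at least 8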;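 note: Pro5 are CHO cells carrying HIG-tagged alpha-DG that lacks glycosylation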
NR2E3 ag-1 = inhibitors of NR2E3-RetCOR corepressor binding, primary screen, NR2E3 agonist project, biochemical, TR-FRET, GST-NR2E3, biotin-RetCOR; Photoreceptor-specific nuclear receptor (Homo sapiens), Q9Y5X4; 1536-well; inhibition of corepressor binding, % at 4.78 µM; actives 0.12% (n = 320,000); AID 2300, 2010;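 active = percent inhibition above the cutoff of mean plus 3 SD of all tested compounds, set per screening campaign, cut at about 20% in these data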;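 note: 0% = DMSO wells and 100% = biotin wells as full block of FRET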
Target sequence (Q9Y5X4 whole entry, looked up): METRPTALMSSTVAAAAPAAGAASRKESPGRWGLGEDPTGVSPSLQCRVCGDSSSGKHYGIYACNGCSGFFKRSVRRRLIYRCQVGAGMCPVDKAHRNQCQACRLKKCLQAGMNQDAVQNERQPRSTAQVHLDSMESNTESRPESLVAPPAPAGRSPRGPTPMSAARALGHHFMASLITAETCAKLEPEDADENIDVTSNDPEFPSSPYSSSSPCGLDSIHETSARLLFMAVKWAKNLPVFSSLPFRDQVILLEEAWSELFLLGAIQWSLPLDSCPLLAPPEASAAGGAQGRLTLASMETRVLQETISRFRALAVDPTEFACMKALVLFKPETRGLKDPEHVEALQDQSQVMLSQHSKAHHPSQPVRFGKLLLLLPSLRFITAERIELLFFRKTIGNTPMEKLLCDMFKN
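Format: 1536-well format; test system: GST-NR2E3 and biotin-RetCOR proteins; read-out basis: percent inhibition of TR-FRET ratio; timing: 5 h incubation at 4 °C; detection: time-resolved FRET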
TRPM1 prom inh = inhibitors of MITF-dependent TRPM1 promoter reporter, primary screen, cell-based, SK-MEL-5, single point, luciferase; SK-MEL-5 TRPM1 promoter luciferase, 24 h; inhibition, % at 12.5 µM; actives 0.83% (n = 330,000); AID 488899, 2010;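 active = mean inhibition across replicates of 60% or more, whatever share of single replicates reaches that level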; note: values of inactives mirror those of a sister screen read the other way
Peg3 promoter = Peg3 promoter-driven luciferase inhibitors, primary screen, cell-based, HeLa, luciferase luminescence; HeLa PEG-Prom luciferase reporter, overnight; inhibition, % at 20 µM; actives 1.7% (n = 360,000);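 active = inhibition of at least 50% at 20 µM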
Granule exo inh = LAMP-1 surface exposure blockers, TALL-104 cells – cell-based, flow cytometry, MLPCN library, primary screen; actives 0.66% (n = 360,000); AID 651702, 2012; TALL-104 LAMP-1 surface exposure; cells stimulated with thapsigargin and PMA; inhibition, % at 10 µM;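 active = inhibition above about 55%, limit read from the data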
PDI turbidity = inhibitors of human PDI, primary screen, biochemical, turbidity, single point, plate reader. Protein disulfide-isomerase (Homo sapiens), P07237. PDI insulin aggregation turbidity, A650, 90 min. inhibition, % at 10 µM. actives 0.052% (n = 350,000). AID 588391, 2011;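 active = mean inhibition across replicates of 30% or more, whatever share of single replicates reach that level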;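 note: absorbance from insulin aggregation driven by PDI reduction with DTT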
Target sequence (P07237 whole entry, looked up): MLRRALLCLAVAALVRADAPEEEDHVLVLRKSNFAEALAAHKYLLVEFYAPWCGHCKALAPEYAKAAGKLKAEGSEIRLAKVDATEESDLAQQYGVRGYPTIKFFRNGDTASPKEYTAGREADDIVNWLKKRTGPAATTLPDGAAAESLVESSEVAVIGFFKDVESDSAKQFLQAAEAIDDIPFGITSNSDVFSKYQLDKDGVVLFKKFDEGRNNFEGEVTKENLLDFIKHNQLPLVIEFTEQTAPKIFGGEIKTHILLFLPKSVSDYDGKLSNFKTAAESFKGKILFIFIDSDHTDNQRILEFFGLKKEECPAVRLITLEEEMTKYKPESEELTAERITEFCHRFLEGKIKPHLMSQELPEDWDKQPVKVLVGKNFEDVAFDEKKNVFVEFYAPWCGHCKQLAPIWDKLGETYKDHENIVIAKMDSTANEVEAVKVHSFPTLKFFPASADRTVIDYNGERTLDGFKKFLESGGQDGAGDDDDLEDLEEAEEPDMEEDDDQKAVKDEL
HIF-2a inh = HIF-2a reporter inhibitors, primary screen, luminescence, 786-0 RCC cells; 786-0 RCC cells HIF-2a reporter, luciferase luminescence, overnight; inhibition, % at 18.8 µM; actives 0.72% (n = 360,000);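 active = inhibition of the luminescence signal of 40% or more relative to plate controls, in a single-dose primary screen at 18.75 µM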
NR2E3 ag-2 = NR2E3 agonists in two-hybrid cells, primary screen, cell-based, luminescence, CHO-S, Gal4-NCOR/VP16-NR2E3 | Photoreceptor-specific nuclear receptor (Homo sapiens), Q9Y5X4 | luciferase | inhibition of corepressor binding, % at 3.98 µM | actives 0.35% (n = 360,000) | AID 602229, 2012;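 active = inhibition above the mean of all tested compounds plus 3 SD, cut at about 70% in these data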;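 note: 0% = DMSO with NR2E3 transfected cells and 100% = cells lacking NR2E3 construct; higher means lower luciferase signal from less NR2E3 corepressor binding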
CaV13 FRET inh = Disruptors of the CACNA1D IQ motif to Ca2+-dependent inactivation inhibitor domain association, primary screening, Förster resonance energy transfer in intact living …. HEK cells, CFP/YFP FRET ICDI-IQ, plate reader, 10 min; percent FRET-ratio fall versus neutral wells. inhibition, % at 12.3 µM. actives 0.098% (n = 340,000). AID 743397;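 active = mean replicate inhibition of at least 30% and at least 1% of replicates passing that level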;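 note: 0% = median of the neutral control wells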
Vif imaging = HIV Vif self-association inhibitors, primary screen, imaging, HEK293T, single point | HEK293T cells, Vif self-association by quenched fluorescence, 24 h | actives 0.35% (n = 340,000) | AID 602346, 2012 | inhibition, % at 7.49 µM; in the data active = inhibition above about 50%, passing the limit was not always enough; note: some results filed as inactive read as strong as hits
* hit, by the source's call; . = no result given.

SMILES	hiPSC survival	aDG glyco up	NR2E3 ag-1	TRPM1 prom inh	Peg3 promoter	Granule exo inh	PDI turbidity	HIF-2a inh	NR2E3 ag-2	CaV13 FRET inh	Vif imaging
O=C(CN1CCN(C/C=C/c2ccccc2)CC1)Nc1ccccc1C(=O)NC1CC1	-0.3	0.0	-0.1	4.9	15.1	-1.4	3.0	8.0	-4.4	-16.0	-1.2
CCn1nc(C)cc1C(=O)OCC(=O)c1ccc(Cl)cc1	-0.1	0.1	2.7	8.2	-6.8	-4.5	0.1	-4.6	-4.0	.	-7.5
COc1ccc(CCC(C)NCc2cccc(Br)c2)cc1 (stereo unspecified)	-0.7	0.2	3.8	0.1	-1.7	26.5	5.7	4.0	-4.7	4.0	5.8
Cc1ccc(CNC(=O)CC2(CC3=NS(=O)(=O)c4ccccc4N3)CCCC2)cc1	-0.4	0.0	4.0	16.3	21.1	1.8	0.4	0.0	-13.3	-6.4	.
CCOC(=O)Cn1nc(NC(=O)COc2ccc(F)cc2)cc1C	-0.3	0.0	1.3	-11.9	2.5	13.1	0.1	3.5	-10.7	.	2.6
O=C(Nc1cccc(C(F)(F)F)c1)c1csc(COCCO)n1	-1.4	-0.1	.	.	-11.1	-3.3	9.0	-27.5	-23.4	-4.8	-0.8
Cc1cc(C)n2nc(C(=O)OCC(=O)N(C)CC(=O)Nc3ccccc3Cl)nc2n1	-0.4	-0.2	-0.4	-0.2	4.8	27.4	7.2	11.9	-0.7	-5.3	-2.9
Cc1ccccc1OCCNC(=O)c1ccco1	-0.6	0.0	0.0	-26.8	-59.6	-9.2	0.5	-110.4	-10.9	-6.4	-1.4
CC(OC(=O)/C=C/c1cccc(Cl)c1)C(=O)NC1CCCCC1C (stereo unspecified)	-0.6	0.4	-2.1	-8.4	-4.1	2.5	-8.2	5.0	-21.7	-5.7	0.9
CC1(C(=O)NS(=O)(=O)c2cccc(F)c2)CCN1C(=O)C1CCCCC1 (stereo unspecified)	-2.6	-0.3	.	.	7.2	-4.5	-11.0	6.6	-39.5	-4.6	-2.1
CNc1snc(C)c1C(=O)OCC(=O)Nc1ccc(C)cc1F	-0.5	1.5	.	21.3	-0.5	-0.5	-5.3	-12.4	48.0	-6.0	-27.4
Cc1c(C(=O)O)cccc1-n1c(C)cc(/C=N/Nc2ccc([N+](=O)[O-])cn2)c1C	0.2	-0.2	1.9	16.1	-28.3	-2.3	-4.4	-68.4	-67.0	-2.2	-3.0
COc1cccc(C(=O)NCCN2C(=O)S/C(=C/c3cccs3)C2=O)c1OC	-0.5	0.2	0.2	-3.6	5.9	5.0	11.0	3.4	-4.5	-3.8	2.5
COc1ccc(N2CCN(CCCNC(=O)C3(S(=O)(=O)c4ccc(Cl)cc4)CC3)CC2)cc1	-0.5	0.0	0.6	4.6	4.8	-0.8	-0.3	-9.5	-2.6	.	-0.4
COc1ccc(-c2n(Cc3ccccc3)c3ccccc3[n+]2Cc2ccccc2)cc1	-5.9	1.3	-0.9	79.6*	47.8	8.4	18.8	19.0	-17.9	6.3	-1.1
O=C(NC(Cc1ccc2c(c1)OCO2)C(=O)NC(Cc1ccccc1)C(=O)O)c1ccccc1 (stereo unspecified)	0.1	-0.2	2.1	8.9	8.1	-4.5	8.6	14.2	7.9	-5.5	7.1
COc1cc2ccccc2cc1C(=O)N(CCN(C)C)c1nc2ccc(C)cc2s1	-0.4	-0.3	0.7	-12.0	0.0	-2.7	-3.5	-12.0	4.7	-7.3	3.2
Cc1nn(Cc2ccccc2)c(C)c1C(=O)Nc1ccc(N2CCOCC2)cc1	5.0	0.2	-1.8	17.5	9.2	-3.9	-13.4	4.1	-3.5	-5.2	17.9
Cc1ccc(-c2nnn(Cc3nc(N)nc(N4CCOCC4)n3)n2)cc1	-1.0	0.3	0.9	6.2	12.1	-0.1	-16.9	17.3	11.9	-5.3	-1.9
CC(C)(C)c1ccc(SCCc2cccnc2)cc1	0.5	0.0	10.4	-77.7	-275.9	-2.2	3.5	-287.8	-101.8	-20.9	3.5
Cc1cccc(C(=O)NCc2ccco2)c1	-0.4	0.0	4.5	2.5	-15.3	-2.7	16.3	-22.6	3.8	-19.0	12.0
Cc1ccc2cc(CCNS(=O)(=O)c3ccc(F)cc3)c(=O)[nH]c2c1C	1.1	0.1	6.5	10.6	5.7	0.6	-1.6	-3.3	-9.4	-6.0	-19.7
Nc1c(C(=O)N/N=C/c2cccnc2)oc2nc(-c3ccccc3)cc(-c3ccco3)c12	-0.4	0.0	1.0	-3.7	20.2	1.6	-20.0	-13.6	4.2	-4.8	.
CCN(CC)c1ccc(NC(=O)COC(=O)CCC(=O)c2cccs2)cc1	-0.5	-0.1	1.6	1.0	8.4	14.8	-5.2	2.7	-8.6	-4.4	-4.4
COc1ccccc1N1CC(C)(C)C(=O)N(C(=O)c2ccc(C)cc2)C1=S	-0.5	-0.1	-1.9	4.6	-55.0	7.2	4.0	-50.9	-7.8	-12.2	8.5

Not a retest: an excerpt of the list.
SMILES	hiPSC survival	aDG glyco up	NR2E3 ag-1	TRPM1 prom inh	Peg3 promoter	Granule exo inh	PDI turbidity	HIF-2a inh	NR2E3 ag-2	CaV13 FRET inh	Vif imaging
Cc1ccc(-c2nnn(Cc3nc(N)nc(N4CCOCC4)n3)n2)cc1	-1.0	0.3	0.9	6.2	12.1	-0.1	-16.9	17.3	11.9	-5.3	-1.9
CC(C)(C)c1ccc(SCCc2cccnc2)cc1	0.5	0.0	10.4	-77.7	-275.9	-2.2	3.5	-287.8	-101.8	-20.9	3.5
Cc1cccc(C(=O)NCc2ccco2)c1	-0.4	0.0	4.5	2.5	-15.3	-2.7	16.3	-22.6	3.8	-19.0	12.0
Cc1ccc2cc(CCNS(=O)(=O)c3ccc(F)cc3)c(=O)[nH]c2c1C	1.1	0.1	6.5	10.6	5.7	0.6	-1.6	-3.3	-9.4	-6.0	-19.7
Nc1c(C(=O)N/N=C/c2cccnc2)oc2nc(-c3ccccc3)cc(-c3ccco3)c12	-0.4	0.0	1.0	-3.7	20.2	1.6	-20.0	-13.6	4.2	-4.8	.
CCN(CC)c1ccc(NC(=O)COC(=O)CCC(=O)c2cccs2)cc1	-0.5	-0.1	1.6	1.0	8.4	14.8	-5.2	2.7	-8.6	-4.4	-4.4
COc1ccccc1N1CC(C)(C)C(=O)N(C(=O)c2ccc(C)cc2)C1=S	-0.5	-0.1	-1.9	4.6	-55.0	7.2	4.0	-50.9	-7.8	-12.2	8.5

Further structures follow:
SMILES	hiPSC survival	aDG glyco up	NR2E3 ag-1	TRPM1 prom inh	Peg3 promoter	Granule exo inh	PDI turbidity	HIF-2a inh	NR2E3 ag-2	CaV13 FRET inh	Vif imaging
C=CCn1c(C)nnc1SCC(=O)c1[nH]c(C)c(C(C)=O)c1C	-0.8	-0.1	-1.0	7.7	9.7	1.9	-0.9	4.6	7.3	-3.9	-2.4
CN(C(=O)COC(=O)/C=C/c1ccc2c(c1)OCO2)c1c(N)n(Cc2ccccc2)c(=O)[nH]c1=O	-0.6	-0.1	-0.3	9.7	3.5	44.1	2.2	7.6	1.1	-6.6	-3.5
C[C@H](CO)N1C[C@H](C)[C@@H](CN(C)C(=O)Nc2ccc3c(c2)OCO3)Oc2c(NS(=O)(=O)c3ccc(F)cc3)cccc2C1=O	1.7	-0.1	.	12.7	1.1	-2.2	-0.3	5.3	0.8	-5.3	-1.7
Cc1cccc(NC(=O)/C(C#N)=C\c2ccc(C(=O)O)cc2)c1	3.8	-0.4	0.6	-15.3	15.0	-1.4	-2.4	14.4	-11.7	-2.8	-21.0
c1cnc(NC2C3CC4CC(C3)CC2C4)nc1 (stereo unspecified)	2.5	-0.2	3.6	4.6	9.1	1.8	-6.3	5.7	-24.0	-9.4	-1.9
COc1ccc(-c2noc(CCC(=O)NCc3cc(Br)ccc3OC)n2)cc1	4.3	0.3	4.4	3.6	-5.8	7.7	2.0	17.8	-17.1	0.7	.
O=C(Nc1ccccn1)c1ccc(-c2ccccc2)cc1	-0.7	0.1	-1.0	13.4	0.8	-4.5	-2.9	11.4	-116.2	-9.1	10.4
CC1=C(C#N)C(NC(=O)c2ccc(C)cc2)(C(F)(F)F)C(=O)N1 (stereo unspecified)	1.3	-0.2	2.9	-7.8	15.1	7.3	3.1	-1.6	-2.8	-4.9	-0.1
COc1ccc(NC(=O)Nc2c(C)n(C)n(-c3ccccc3)c2=O)c(OC)c1	1.7	0.1	2.2	-8.9	-5.8	-1.9	-9.5	4.4	18.1	.	0.3
CCc1ccc(NC(=S)N2CCCCCCC2)cc1	-0.9	0.1	2.8	-80.6	-243.3	-1.6	-1.8	-196.1	-123.8	-5.4	3.8
Cc1cc(C(=O)NNC(=O)/C=C/c2ccco2)c(C)o1	-0.3	-0.3	.	1.6	6.5	-2.3	1.7	0.3	14.6	-5.9	-2.1
O=C(COC(=O)C1=COCCO1)Nc1cccc(Oc2ccccc2)c1	1.1	-0.3	-3.0	-8.8	-69.2	1.8	18.6	-10.9	-41.7	-4.6	11.4
CC[C@H](C)[C@@H](CN[C@H](CCCCNC)CNC)NCC1CCCC1	-2.2	0.1	2.0	2.6	-9.2	1.3	-7.7	11.0	-20.9	-8.2	-2.2
CCn1c(=O)c(C(=O)NNC(=O)Cc2ccccc2)c(O)c2ccccc21	0.8	-0.1	4.6	-1.9	9.5	6.1	-4.0	11.0	-19.9	-7.0	21.1
Cn1cccc1C(=O)NC(=O)COC(=O)c1cc(Cl)ccc1[N+](=O)[O-]	-0.4	-0.1	0.4	8.1	5.7	-0.2	-4.0	13.1	0.9	-14.2	1.8
Cc1ccccc1Cn1ccc(NC(=O)c2cc3nc(-c4ccco4)cc(C(F)(F)F)n3n2)n1	3.4	0.0	-1.3	9.9	-4.9	-0.3	9.1	-10.7	-20.2	-5.4	-4.8
Cc1ccc(C2NC(=S)N3C(c4ccc(C)cc4)NC(=S)N23)cc1 (stereo unspecified)	-1.5	0.1	.	.	-217.4	1.0	15.4	-112.9	-23.8	-18.1	6.7
Cc1cc(C)c(S(=O)(=O)NCc2cn3c(C)csc3n2)cc1C	-2.8	-0.1	0.5	-3.7	-6.9	3.6	-1.7	25.3	16.6	-5.2	2.7

Compound activity (PubChem)
